Nrf2 block – Nrf2 pathway inhibition; Potency, µM (series often up to 46 µM), inactives show top-dose activity change, negative = inhibition, actives largely listed as inhibitors; 360,000 tested, 2.1% active; A549 ARE-Fluc reporter, luciferase luminescence, 18-24 h; note: potency is the fitted concentration of half-maximal effect; % is set by controls: 0 for no effect and ±100 for the full control effect; nearly all actives have a fitted effect of over 60% in size
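Nrf2 activity is the BugLite luminescence, read 15 min after reagent at room temperature, following CellTiter-Fluor cytotoxicity readout (30 min, 37C). Compound titrations were applied for 18-24 h to 5000 A549 ARE_Fluc cells/well in 5% FBS OPTI-MEM.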
CCT modulator – cytosolic chaperonin activity modulation | purified chaperonin ATPase assay, HTRF ADP detection, 30 min | activity change, % (test concentration not listed), hits read low | 360,000 tested, 0.3% active | AID 651819; in the data active = activity change below about -30%; note: % is set by controls: 0 for no effect and ±100 for the full control effect
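TRiC at 40 or 20 nM final (batch-dependent) in 30 mM Tris pH 7.4, 100 mM KCl, 5 mM MgCl2, 1 mM DTT, with compound at single 76 uM and 10 uM ATP, 30 min at 37 deg C. ADP detected by HTRF Transcreener, 665/615 ratio.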
MmCpn inh – M. maripaludis TRiC chaperonin inhibition | Potency, µM (titrated, usually from 76.9 µM), inactives show top-dose activity, negative = inhibition, most hits filed as inhibitors | purified Mm-Cpn ATPase, ADP Transcreener TR-FRET | 330,000 tested, 0.031% active; note: potency is the fitted concentration of half-maximal effect; % is set by controls: 0 for no effect and ±100 for the full control effect; nearly all actives have a fitted effect of over 80% in size
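Compound-treated chaperonin, 25 nM final, turns over 10 uM ATP at 37°C for 30 min following a 10 min preincubation; ADP generated competes with ADP-d2 for Eu-cryptate antibody, lowering FRET.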
Nrf2 activator – activators of Nrf2 (ARE) signaling | AREc32 ARE-luciferase reporter (MCF7-derived line), luminescence, 24 h | Potency, µM (titrated, usually from 46.1 µM), for the others: top-dose activation, hits mostly activators | 410,000 tested, 0.31% active | AID 624171; note: potency is the fitted concentration of half-maximal effect; % of control where 0% means no effect; nearly all actives have a fitted effect of over 65% in size
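For detection, Steady-Glo was added and plates sat 30 min at RT; before that, AREc32_Fluc cells grown overnight in OPTI-MEM/5% FBS had been treated with 23 nL compound for 24 hr at 37 deg C.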
TGFb inhibitor – inhibitors of TGF-b signaling. 410,000 tested, 1.2% active. Potency, µM (series often up to 46.1 µM), without a hit: at the highest dose activity, negative = inhibition, usual class: inhibitors. HepG2 CAGA-GFP TGF-b/SMAD3 reporter, GFP fluorescence, 18 h; TGF-beta stimulated, 500 pg/mL final; note: potency is the fitted concentration of half-maximal effect; % is set by controls: 0 for no effect and ±100 for the full control effect; nearly all actives have a fitted effect of over 65% in size
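Using HEPG2 CAGA-GFP reporter cells at 1000 cells/well, we pinned test compounds, stimulated with recombinant TGF-beta (500 pg/mL final) and measured total well GFP after 18 h.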
EPAC2 agonist – agonists of human EPAC2 (RAPGEF4); Q8WZA2; EPAC2 activation, biochemical qHTS; response scale: 100% = 6.5 mM cAMP response; Potency, µM (series often up to 154 µM), for the others: at the top dose activation, hits mostly activators; 360,000 tested, 0.079% active; AID 720711; note: potency is the fitted concentration of half-maximal effect; nearly all actives have a fitted effect of over 50% in size
Target sequence (Q8WZA2 whole entry, looked up): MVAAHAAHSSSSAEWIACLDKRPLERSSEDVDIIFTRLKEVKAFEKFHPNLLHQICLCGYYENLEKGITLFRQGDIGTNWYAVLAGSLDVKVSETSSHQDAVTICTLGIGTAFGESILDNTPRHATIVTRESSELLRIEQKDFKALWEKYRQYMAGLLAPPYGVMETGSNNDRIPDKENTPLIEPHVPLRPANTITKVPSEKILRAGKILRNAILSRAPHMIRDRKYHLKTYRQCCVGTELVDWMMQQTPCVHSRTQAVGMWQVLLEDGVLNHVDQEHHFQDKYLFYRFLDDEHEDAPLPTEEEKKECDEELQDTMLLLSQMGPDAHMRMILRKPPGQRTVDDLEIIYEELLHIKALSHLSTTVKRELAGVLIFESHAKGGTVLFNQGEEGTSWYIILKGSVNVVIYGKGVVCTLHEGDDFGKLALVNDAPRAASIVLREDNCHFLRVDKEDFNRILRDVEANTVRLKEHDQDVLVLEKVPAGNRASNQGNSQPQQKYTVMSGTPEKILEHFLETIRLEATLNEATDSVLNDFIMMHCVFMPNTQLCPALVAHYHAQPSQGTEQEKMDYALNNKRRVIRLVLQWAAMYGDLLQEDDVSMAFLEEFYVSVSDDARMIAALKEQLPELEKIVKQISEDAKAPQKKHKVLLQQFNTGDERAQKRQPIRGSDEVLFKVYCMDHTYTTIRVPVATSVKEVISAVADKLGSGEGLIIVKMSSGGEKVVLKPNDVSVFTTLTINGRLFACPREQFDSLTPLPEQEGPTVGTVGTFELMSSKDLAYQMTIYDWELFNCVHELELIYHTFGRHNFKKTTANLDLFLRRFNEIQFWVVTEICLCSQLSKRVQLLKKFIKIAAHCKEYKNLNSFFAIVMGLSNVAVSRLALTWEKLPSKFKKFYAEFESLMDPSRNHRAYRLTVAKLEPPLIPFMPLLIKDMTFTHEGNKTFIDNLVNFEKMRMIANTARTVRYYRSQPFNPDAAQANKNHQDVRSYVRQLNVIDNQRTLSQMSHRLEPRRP
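qHTS, titration series. 100 nM EPAC2 / 250 nM Rap1B-BODIPY-GDP / 50 uM GDP; RT; ex 480/em 540 nm, 5-min reads to 30 min. Norm. to 6.5 mM cAMP = activation.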
EPAC2 antagonist – antagonists of human EPAC2; Q8WZA2; EPAC2 GEF exchange of Rap1B-BODIPY-GDP, fluorescence; Potency, µM (series often up to 114 µM), for inactives: top-dose activity, negative = inhibition, most hits filed as inhibitors; 360,000 tested, 0.18% active; note: potency is the fitted concentration of half-maximal effect; % is set by controls: 0 for no effect and ±100 for the full control effect; nearly all actives have a fitted effect of over 45% in size; many of its hits are not listed in these tables
Akt phos inh – inhibitors of Akt phosphorylation; AID 651550; activity change, % for hits at 50 µM; 360,000 tested, 0.32% active; Neuro2A IGF-stimulated pAkt S473 HTRF, 20 min; active compounds read low; in the data active = activity change below about -80%; inconclusive = mostly about -51% to -80%; note: % is set by controls: 0 for no effect and ±100 for the full control effect
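Neuro2A cells in DMEM with 0.5% FBS, overnight at 37 deg C, given compound at single 50 µM final, then IGF (6 nM final) for 20 min at 37 deg C. Lysed; phospho-Akt Ser473 by HTRF after 24 h, 665/615 ratio.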
A549 tox – counter-screen for Nrf2 inhibitors: cytotoxicity in A549 cells. 390,000 tested, 0.16% active. A549 ARE-Fluc cells, CellTiter-Fluor viability, 18-24 h. AID 504648. Potency, µM (series often up to 46 µM), inactives show at the top dose activity change, negative = cytotoxicity, most hits filed as inhibitors; note: potency is the fitted concentration of half-maximal effect; % is set by controls: 0 for no effect and ±100 for the full control effect
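Cytotoxicity counterscreen: CellTiter-Fluor fluorescence was measured in A549 ARE_Fluc cells after 18-24 h of compound exposure in a concentration series. The subsequent BugLite luminescent read reports ARE-luciferase activity.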
* hit, by the source's call; i = inactive; ? = inconclusive; / = no result given. Unless noted, calls come from the whole dose curve; as a rule, active = well fitted curve in the direction sought with a large enough effect; inconclusive = small, poorly fitted or top-dose-only effect, or another doubt; inactive = no such curve, though single readings can be large; an effect the other way counts as inactive or inconclusive. A portion of the library (hit frequency here may not be typical).

SMILES	Nrf2 block	CCT modulator	MmCpn inh	Nrf2 activator	TGFb inhibitor	EPAC2 agonist	EPAC2 antagonist	Akt phos inh	A549 tox
Cc1ccc2nc3c(cc(C#N)c(=O)n3-c3nnc(SCc4ccccc4Cl)s3)c(=O)n2c1	6%	/	/	0.5%	19%	/	/	/	0%
COC(=O)NNC(=O)c1cccc(C)c1	17%	-2.9	-1%	2.1%	-5%	1%	12%	i	?
O=c1cc(-c2ccccc2)[nH]n1-c1nc2ccccc2[nH]1	?	-1.2	-1%	0.0%	-17%	-23%	1%	i	?
CCOc1ccc(Nc2nc3c(c(=O)[nH]2)CCC3)cc1	-18%	-0.2	-1%	0.3%	10%	10%	-6%	i	5%
C=CCOc1ccc(C=Nc2ccc(Cl)cc2)c(O)c1	0%	-0.4	?	3.1%	1%	5%	2%	i	2%
Cc1ccc(C)c(NC(=S)NCc2ccc3[nH]c4c(c3c2)CCCC4)c1	?	-3.2	-3%	-0.7%	?	18%	11%	i	4%
N=C1C(=O)OCC1c1ccccc1NC(=O)CN1CCOCC1 (stereo not given)	5%	1.4	1%	0.0%	-6%	-6%	-2%	i	-1%
CCCCn1cc(S(=O)(=O)c2ccc(CC)cc2)c(=O)c2cc(F)c(N3CCCC(C)C3)cc21 (stereo not given)	-26%	/	/	0.0%	-8%	/	/	/	4%
CCCCN(C)CCCNC(=O)c1cn(C)c2ccc(S(=O)(=O)N(C)C3CCCCC3)cc2c1=O	-22%	-54*	3%	-0.6%	1%	10%	14%	/	1%
CCCNC(=O)CN1C(=O)NC(c2ccccc2)(c2ccccc2)C1=O	-30%	-0.9	0%	-0.2%	0%	4%	-5%	i	-9%
CCCC(=O)N(Cc1cc(=O)[nH]c2ccccc12)c1ccccc1C	-3%	1.1	-8%	-0.9%	12%	1%	0%	i	0%
O=[N+]([O-])c1ccccc1S(=O)(=O)NCCSc1ccccc1	-12%	0.4	4%	1.4%	-1%	10%	-11%	i	-1%
O=C(CN1CC[C@@]2(O)CCCC[C@H]2[C@@H]1c1ccc(F)cc1)NCc1ccco1	29%	2.2	1%	0.4%	1%	10%	15%	i	1%
CCOc1ccc(NC(=S)N(CCOC)C2CCN(C(C)C)CC2)cc1	4%	-0.8	-3%	3.3%	-6%	9%	-6%	i	1%
Cc1cccc(OCc2nc(C#N)c(NCc3ccc4c(c3)OCO4)o2)c1	-9%	3.4	-1%	0.3%	?	14%	-5%	i	-5%
Cc1ccc(C)c(-n2nnnc2SCC(=O)Nc2c(C)n(C)n(-c3ccccc3)c2=O)c1	-10%	-4.5	0%	0.4%	?	2%	2%	i	1%
O=C(Cc1csc(Nc2nc(=S)[nH]c3ccccc23)n1)NCc1ccc(Cl)cc1	23%	-1.8	1%	3.5%	-7%	-10%	10%	?	-10%
O=C(CNC1=NCCC1)c1ccc2c(c1)OCCO2	/	2.7	-2%	-0.3%	-7%	6%	8%	i	10%
O=C(N/N=C/c1ccco1)c1cc(-c2ccc(Cl)s2)[nH]n1	?	-3.6	-2%	3.9%	-21%	13%	15%	i	-8%
COc1cc(C)cc(C(=O)C=Cc2ccccc2)c1O	4%	-3.2	/	?	?	16%	-7%	i	4%
CC1=NN(c2ccccc2)C(=O)C1C(=O)c1ccc(Cl)cc1 (stereo not given)	18µM*	-2.9	0%	-0.1%	-20%	-2%	2%	i	?
COc1cccc(NC(=O)c2ccc(S(=O)(=O)N3CCCC3)cc2)c1	?	0.0	4%	0.1%	-5%	20%	-16%	i	2%
CCCc1c(C(=O)N/N=C/c2ccco2)nnn1-c1nonc1N	-11%	1.5	-1%	21%	1%	10%	2%	i	1%
CCn1nc(C)c(/C=N/NC(=O)c2ccc3c(c2)c(C)c(C)n3Cc2ccccc2)c1C	?	-4.2	1%	5.7%	23%	18%	-10%	i	3%
CC(=O)c1ccc(NC(=O)CSc2ccc3nnc(-c4ccccn4)n3n2)cc1	2%	-0.4	1%	0.2%	-2%	1%	11%	i	-5%
Cc1[nH]c2ccccc2c1C(=O)CN1CCC(C(N)=O)(N2CCCCC2)CC1	-12%	-2.2	-1%	-0.2%	-30%	12%	4%	i	-5%
O=C(COc1ccc(Cl)cc1)NCCC1=CCCCC1	4%	-0.1	0%	-0.3%	-28%	19%	-8%	i	3%
CC(O)[C@H]1CNC(=O)C(=O)N1CCCCC1CCCCC1 (stereo not given in full)	-7%	0.9	-1%	-0.4%	-5%	7%	-2%	i	-5%
COc1ccc2c(CNC3CCCC3)c(C(=O)O)n(Cc3ccccc3C)c2c1	14%	/	/	0.3%	-6%	/	/	/	-1%
Oc1ccc(-c2csc(NCc3ccco3)n2)cc1	8%	-0.8	1%	?	-3%	2%	-1%	i	0%
O=C(/C=C/c1ccccc1)c1ccoc1	1%	0.5	2%	?	?	-9%	-6%	i	-2%
CC(C)c1nc2sc3ccccc3c(=O)c2c(=O)n1Cc1ccccc1	26µM*	-1.0	0%	0.5%	-9%	8%	-9%	i	-7%
Cc1ccccc1C(=O)N1CCc2cc(-c3nc(NC(=O)Cc4ccc5c(c4)OCO5)sc3C)ccc21	4.6µM*	-1.6	-27%	-0.2%	?	14%	-2%	i	-9%
Cc1ccc(C(=O)N/N=C2\CCSC2)cc1[N+](=O)[O-]	0%	-4.3	-1%	0.2%	?	-2%	16%	i	0%
CNC(=S)NNC(=O)COc1ccccc1C	9%	5.4	-1%	2.2%	0%	8%	29%	i	-5%
O=C1NC(=S)NC1=Cc1ccc(Cl)cc1Cl	0%	-0.2	/	2.4%	-1%	9%	4%	i	4%

Shown in markdown: part of the list above.
| SMILES | Nrf2 block | CCT modulator | MmCpn inh | Nrf2 activator | TGFb inhibitor | EPAC2 agonist | EPAC2 antagonist | Akt phos inh | A549 tox |
| --- | --- | --- | --- | --- | --- | --- | --- | --- | --- |
| Cc1ccc(C)c(NC(=S)NCc2ccc3[nH]c4c(c3c2)CCCC4)c1 | ? | -3.2 | -3% | -0.7% | ? | 18% | 11% | i | 4% |
| O=C(/C=C/c1ccccc1)c1ccoc1 | 1% | 0.5 | 2% | ? | ? | -9% | -6% | i | -2% |
| Cc1[nH]c2ccccc2c1C(=O)CN1CCC(C(N)=O)(N2CCCCC2)CC1 | -12% | -2.2 | -1% | -0.2% | -30% | 12% | 4% | i | -5% |

More entries.
SMILES	Nrf2 block	CCT modulator	MmCpn inh	Nrf2 activator	TGFb inhibitor	EPAC2 agonist	EPAC2 antagonist	Akt phos inh	A549 tox
Cc1cccc(NC(=O)C2CCCN(S(=O)(=O)c3cccs3)C2)c1C (stereo not given)	-2%	-1.3	0%	0.6%	4%	5%	-2%	i	0%
Cc1ccc(C(=O)O/N=C(\N)Cc2cccs2)cc1[N+](=O)[O-]	26%	0.4	0%	0.0%	-1%	6%	-4%	i	1%
COc1ccc2[nH]c3c(c2c1)CCN1C(=O)N([C@@H](C)C(=O)NCc2ccco2)C(=O)[C@]31C	7%	-2.1	2%	3.8%	15%	6%	-6%	i	3%
C/C(=N\NC(=S)NC(C)C)c1ccccc1	2%	-3.1	-1%	2.9%	-15%	10%	2%	i	2%
Cc1ccc2c(c1)-c1c(cnc3cc(-c4ccc(F)cc4)nn13)CO2	20%	/	/	3.4%	-9%	/	/	/	2%
C[C@H](CO)N1C[C@H](C)[C@@H](CN(C)C(=O)C2CC2)OCc2cnnn2CCCC1=O	/	-0.7	/	-1.0%	5%	7%	2%	i	/
COc1ccccc1NC(=O)CN(c1ccccc1OC)S(=O)(=O)c1ccccc1	?	1.2	0%	0.0%	-2%	8%	-25%	i	3%
CCC(C(=O)NCCC1=CCCCC1)c1ccccc1 (stereo not given)	-12%	-0.7	1%	0.0%	0%	3%	-2%	i	2%
COc1cc(C(=O)N2C(=O)CCC2=O)cc(OC)c1OC	-1%	-0.1	1%	-0.8%	-1%	5%	5%	i	-3%
Cn1c(CCC(=O)Nc2ccccc2F)nnc1SCC(=O)Nc1ccccc1Cl	3%	-3.2	1%	2.8%	1%	0%	8%	i	1%
CC(Sc1nc(N)cc(=O)[nH]1)C(=O)NNC(=O)c1cccc(Cl)c1 (stereo not given)	23%	2.3	2%	3.4%	1%	-1%	0%	i	0%
Cc1ccc(Cc2c(-c3ccco3)nc3c4ccccc4ccn23)cc1	/	-3.9	/	?	?	15%	-14%	i	/
COc1cccc(-c2cc(C(F)(F)F)nc(-n3cncn3)n2)c1	?	-1.4	1%	-0.4%	-5%	3%	0%	i	?
Cc1csc(NC(=O)Cn2nc(C)c([N+](=O)[O-])c2C)n1	-16%	-4.1	3%	2.2%	-13%	-4%	-12%	i	-1%
O=S(=O)(/N=C(\c1ccccc1)N1CCOCC1)c1ccc(Cl)cc1	-1%	-2.2	1%	0.0%	-2%	10%	24%	i	14%
COc1ccccc1-n1c(=O)c2c3c(sc2n2c(SC)nnc12)CCC3	5%	-1.4	/	-0.4%	4%	0%	13%	i	1%
Cn1c(=O)cc(OCCCC(=O)NCc2ccc3c(c2)OCO3)c2ccccc21	-5%	-0.6	-4%	12%	-4%	-4%	1%	i	1%
Cc1occc1-c1nnc(SCC(=O)c2cc3ccccc3oc2=O)o1	-3%	-2.4	-10%	25%	1%	-1%	-3%	i	-4%
CCOc1ccc(C(=O)NCCNC(=O)c2ccc(OCC)cc2)cc1	?	2.3	-2%	0.2%	-1%	3%	6%	i	3%
C[C@@H]1CN([C@@H](C)CO)C(=O)c2cccc(NC(=O)c3nc4ccccc4s3)c2O[C@@H]1CN(C)CC1CC1	3%	1.2	0%	15%	?	3%	-12%	i	-14%
O=C(N/C(=C\c1ccco1)C(=O)N1CCCC1)c1cccs1	3%	1.5	-3%	0.4%	7%	17%	-2%	i	12%
COc1cc2c(cc1OC)C(C)N(C(=O)c1cc3c(C)cc(C)cc3[nH]1)CC2 (stereo not given)	15µM*	-0.3	-3%	0.2%	11µM*	-1%	-21%	i	-7%

High-throughput results from PubChem BioAssay.
